MsrA inh: inhibits bovine methionine sulfoxide reductase A; purified bovine MsrA, absorbance read-out; inhibition, % at 15.5 µM; actives 0.75% (n = 360,000); AID 651718; in the data active = inhibition above about 4.5%;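 note: 0% = vehicle wells with enzyme and 100% = reference inhibitor wells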
eLon inh: E. coli protease La inhibition | purified E. coli Lon protease, fluorescence polarization | inhibition, % at 7.94 µM | actives 0.42% (n = 360,000) | AID 602123; in the data active = inhibition above about 13%, passing the limit was not always enough;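 note: 0% = enzyme with probe and DMSO and 100% = no enzyme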
MsrA act: bovine methionine sulfoxide reductase A activation; actives 0.3% (n = 360,000); AID 602163; purified bovine MsrA, absorbance read-out; activation, % at 10.6 µM; in the data active = activation above about 7.5%;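 note: 0% = vehicle and 100% = reference activator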
MT1-MMP act inh: inhibitors of human MT1-MMP activation; P50281; HT1080 RFP-PRO-GFP cells, GFP/RFP ratio fluorescence, overnight; percent of plate control window, DMSO zero; GFP/RFP ratio change, % at 20 µM; actives 0.061% (n = 360,000);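 active = GFP/RFP ratio change of at least 30% with cell ATP level not reduced by more than half and red fluorescence within 50% of control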; note: strong numbers were not always called active
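Assay system: RFP-PRO-GFP reporter HT1080 cells; read-out basis: GFP/RFP fluorescence ratio; benchmarks: DMSO wells and RFP-L50D-GFP cells; doses: 20 µM single dose, 1% DMSO; schedule: overnight cell settling, then overnight compound exposure, 37 °C, 5% CO2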
FAS TE block: blocks the thioesterase domain of human fatty acid synthase; actives 0.67% (n = 360,000); inhibition, % at 15 µM; recombinant FAS-TE, OMFH fluorogenic substrate, fluorescence endpoint;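 active = compounds whose normalised, plate-corrected inhibition of enzyme fluorescence in the single-dose primary screen is 50% or more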;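 note: 0% = DMSO with enzyme and 100% = substrate without enzyme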
CendR NRP1 mod: alters CendR peptide binding to human NRP-1; inhibition, % at 25 µM; actives 0.85% (n = 360,000); AID 602438; O14786; FAM-RPARPAR peptide binding to NRP-1, fluorescence polarization;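 active = inhibition or corrected inhibition above about 18%, plus a signal ratio from 0.5 to 1.5, limit read from the data, passing the limit was not always enough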; note: strong numbers were not always called active
TbMetRS inhib: Trypanosoma brucei MetRS inhibition. purified T. brucei MetRS, ATP depletion, Kinase-Glo luminescence. inhibition, % at 11.9 µM. actives 0.4% (n = 360,000);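 active = inhibition above a per-plate cutoff of the control wells' mean inhibition plus 3 SD, cut at about 5.5% in these data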;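 note: 0% = DMSO wells median and 100% = median of wells with control inhibitor compound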
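Material: T. brucei methionyl-tRNA synthetase, purified; reagent: substrates ATP, L-methionine and bulk Escherichia coli tRNA; dosing: 11.9 µM single point; timing: 15 min plus 2 h at 25 °C; detection: luminescence of leftover ATP; evaluation: % inhibition; control set: DMSO-only wells as low control; replicates: singlicate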
MLLE-PAM2 inh: inhibitors of microRNA-mediated deadenylation, human PABP1 MLLE binding. inhibition, % at 20 µM. GST-MLLE / FITC-PAM2 fluorescence polarization. actives 0.36% (n = 360,000). AID 588489; in the data active = inhibition above about 35%, passing the limit was not always enough;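 note: plate controls were DMSO wells with GST-MLLE for no effect and wells lacking GST-MLLE protein for full effect; some results filed as inactive read as strong as hits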
SKN-1 inh: inhibitors of C. elegans SKN-1. C. elegans VP596 Pgst-4::GFP/RFP ratio, acrylamide-induced, 24 h. inhibition, % at 21.8 µM. actives 0.49% (n = 360,000). AID 624304;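 active = interference check ratio from 0.5 to 1.5 plus GFP to RFP signal ratio inhibition reaching or exceeding a fixed threshold, cut at about 30% in these data, passing the limit was not always enough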; note: some compounds called inactive have numbers as strong as hits
* hit, by the source's call; · = no result given. Outcome played no part in choosing rows; about 4% have a hit in one of these screens.

Sequence of screens – MsrA inh, eLon inh, MsrA act, MT1-MMP act inh, FAS TE block, CendR NRP1 mod, TbMetRS inhib, MLLE-PAM2 inh, SKN-1 inh
Cc1csc(NC(=O)NCC2CCCC(CNC(=O)Nc3nc(C)cs3)C2)n1 (stereo not given)
    -0.4, -6, -1, 1, 0, -2, 0.3, -21, 15
COCC(C)NC(=O)COc1ccc(Cl)cc1Cl (stereo not given)
    -0.8, -12, -5, 4, -7, 9, -0.2, 7, 18
NC(c1csc(Nc2nncc3ccccc23)n1)C1CCCCC1 (stereo not given)
    0.7, -16, -3, -6, -5, -6, 0.2, -24, -1
Cc1ccc(Cl)cc1Nc1nc(-c2sc(NC(=O)c3ccco3)nc2C)cs1
    3.0, -32, -3, 2, 12, -34, -0.5, 0, 30
CCc1ccc(CN(C)C(=O)C2CCC(=O)N(Cc3ccccn3)C2)cc1 (stereo not given)
    0.0, -4, 0, -4, -1, 8, -0.2, -13, 24
O=C(O)COc1ccccc1/C=N/NC(=O)CSc1nc2ccccc2n1Cc1ccccc1Cl
    1.5, -5, -2, 7, 1, -13, 0.1, -54, 9
COc1ccc(/C=C2\Cc3ccccc3C2=O)cc1OC
    1.9, 4, -3, 6, 1, 6, -0.2, -10, 2
Cc1ccc(NC2CCCN(C(=O)c3ccc(F)cc3)C2)cc1C (stereo not given)
    1.2, -3, -2, 0, -1, 7, -0.5, 4, -9
COc1cccc(C(=O)Nc2ccc(NC(=O)C3CC3)cn2)c1
    0.6, 9, -2, 8, -4, -2, -0.5, -1, -14
O=C(c1cccs1)N1CCN(c2nnc(-c3ccccc3)c3ccccc23)CC1
    0.1, -1, -2, 3, -3, 7, 0.4, 0, 10
OC(c1ccc(Cl)cc1)C(CN1CCOCC1)c1ccccc1 (stereo not given)
    1.4, 0, -1, 5, 1, 9, 1.7, -6, 11
COc1ccccc1C1C(C#N)=C(N)Oc2c1oc(CO)cc2=O (stereo not given)
    0.6, -2, -8, 1, 1, -8, -0.4, 12, -7
O=C(NCc1cccc(C(F)(F)F)c1)c1cc(-c2ccccc2)nn1CC1CC(c2cccnc2)=NO1 (stereo not given)
    0.0, -2, -4, 4, 8, 6, -0.4, 4, 14
O=C1CC(c2ccccc2)n2nc(NC(=O)c3cccs3)nc2N1 (stereo not given)
    -1.5, -4, -5, 2, -6, 13, -0.6, -8, -3
O=C(CCn1c(=O)sc2ccccc21)Nc1nccs1
    -1.0, 1, -4, 5, -5, 14, -1.6, -11, -10
O=C(CCNC(=O)c1ccc(Cl)cc1)NN1C(=O)NC2(CCCCC2)C1=O
    -0.7, -4, -4, 1, -3, 20*, -0.3, -11, 3
O=C(COC(=O)[C@@H]1CCCN1S(=O)(=O)c1ccc(Cl)cc1)NC1CC1
    -0.8, 3, 1, 0, -12, 5, 0.2, 2, 27
COc1ccc(CN2CCCCC2C(=O)Nc2ccc(OC)c(OC)c2)cc1OC (stereo not given)
    -0.3, -4, 0, 4, -5, 2, -0.3, -4, -7
C[C@H](NC(=O)c1nc[nH]c1C(=O)N[C@@H](CCCCNC(=O)OC(C)(C)C)C(=O)OC(C)(C)C)C(=O)OCc1ccccc1
    -1.9, 2, -3, -7, 87*, 15, -0.2, 1, -5
CC(C)n1c(CNC(=O)c2ccccc2)nc2ccccc21
    0.3, 5, -1, -1, -3, 7, -0.2, 3, 3

4 structures out of the list, sorted by length of the SMILES, lowest first.
Sequence of screens – MsrA inh, eLon inh, MsrA act, MT1-MMP act inh, FAS TE block, CendR NRP1 mod, TbMetRS inhib, MLLE-PAM2 inh, SKN-1 inh
CC(C)n1c(CNC(=O)c2ccccc2)nc2ccccc21
    0.3, 5, -1, -1, -3, 7, -0.2, 3, 3
COc1ccccc1C1C(C#N)=C(N)Oc2c1oc(CO)cc2=O (stereo not given)
    0.6, -2, -8, 1, 1, -8, -0.4, 12, -7
O=C1CC(c2ccccc2)n2nc(NC(=O)c3cccs3)nc2N1 (stereo not given)
    -1.5, -4, -5, 2, -6, 13, -0.6, -8, -3
COc1ccc(CN2CCCCC2C(=O)Nc2ccc(OC)c(OC)c2)cc1OC (stereo not given)
    -0.3, -4, 0, 4, -5, 2, -0.3, -4, -7

The listing continues.
Sequence of screens – MsrA inh, eLon inh, MsrA act, MT1-MMP act inh, FAS TE block, CendR NRP1 mod, TbMetRS inhib, MLLE-PAM2 inh, SKN-1 inh
Cc1ccc(C2N(c3cccc(Cl)c3)C(=O)C3CCCN32)o1 (stereo not given)
    0.2, 1, -1, 1, 0, -13, -0.5, 3, 10
CNC(=O)c1[nH]cnc1C(=O)NCC(=O)OC(C)(C)C
    1.8, -3, -9, 0, -9, 12, -0.4, -2, 10
COc1cccc(-n2cnc3sc(C)cc3c2=O)c1
    -0.5, -5, -1, -2, -6, -5, 0.3, -2, -13
O=C(COC(=O)[C@H](Cc1ccccc1)NC(=O)c1ccco1)NCc1ccccc1
    0.3, -2, -1, 3, -5, -2, 0.6, -5, -18
Cc1nnsc1S(=O)c1ccc(Br)cc1 (stereo not given)
    1.0, 6, 2, -3, -4, 2, -0.1, 0, -9
Cc1[nH]c(C)c(S(=O)(=O)Nc2ccccc2)c1C(=O)N1CCCC1
    -0.3, 2, 1, 2, -4, 8, 2.1, -3, 0
O=c1oc2ccccc2c(NC2CCCCC2)c1NS(=O)(=O)c1ccc(F)c(Cl)c1
    0.1, 9, -4, 1, 8, 3, -0.4, 12, 9
Cc1cccc(NC(=O)Cn2cc(C(=O)C3CC3)c3ccccc32)c1
    -1.5, 0, 1, 1, 4, -2, 1.0, -4, 21
CCCCNC(=O)CCC(=O)Nc1ccc2nc(N3CCCCC3)cc(C)c2c1
    -0.1, -8, -4, 3, 17, -1, -0.3, -8, 8
CCCCn1nc(C(=O)NC2=NCCS2)c2ccccc2c1=O
    -0.7, -8, -3, 5, -10, -5, 0.0, -3, 6
CCOC(=O)c1cc2c(ccn2C)n1CC(=O)N1C(C)CCCC1C (stereo not given)
    0.7, -11, -7, -1, -1, -6, -0.5, 13, 6
Cc1ccccc1CC1(CO)CCCN(C(=O)CCC(F)(F)F)C1 (stereo not given)
    0.9, 2, -2, 0, 0, -5, -0.7, 3, -7
CN(C)C(CNC(=O)C1CCN(S(=O)(=O)c2ccc(Cl)cc2)CC1)c1ccccc1 (stereo not given)
    -0.3, 2, 1, -3, -6, 1, -0.4, -9, -16
COc1cc(C(=O)OCC(=O)Nc2ccc(S(=O)(=O)NC3=NCCCCC3)cc2)cc(OC)c1OC
    -1.1, -2, 2, 4, -3, 6, 0.3, -10, 14
C[C@H]1COc2cccc(N(C)CCO)c2S(=O)(=O)N1
    0.6, -10, 0, 2, -14, 18, -0.2, ·, 7
CC(Cc1ccccc1)NC(=O)/C=C/c1ccc([N+](=O)[O-])cc1 (stereo not given)
    0.8, 8, -11, -2, 27, 9, -0.9, 3, -8
CN(C)c1ccc(C(=O)NNC(=O)Nc2ccccc2)cc1
    3.1, -3, -2, -4, 0, 3, -0.2, -12, 2
Cc1onc(-c2ccccc2)c1C(=O)Nc1nnc(C(C)(C)C)s1
    0.7, 7, -2, -3, -3, 2, 0.8, -7, 0
O=C1C2CC=C(Cl)CC2C(=O)N1CCc1ccccc1 (stereo not given)
    1.1, 25*, -4, -13, -5, -11, 1.1, 23, 0
O=C(COc1ccc(Cl)cc1)NC(=S)Nc1ccccc1N1CCOCC1
    -0.1, -3, -3, 2, 30, 0, -0.5, 17, -8
CC1(C)CC(NC(=O)c2ccc(Br)o2)CC(C)(C)N1
    0.4, -6, -1, -1, -9, 11, -0.1, -9, 27
O=C(O)c1ccc(CNC(=O)c2ccccc2NC(=O)c2cccc([N+](=O)[O-])c2)cc1
    1.6, -7, -9, 4, -5, 0, -0.6, 1, 0
O=C(O)Cc1ccc(Oc2ncc(C(F)(F)F)cc2Cl)cc1
    -0.8, 0, -1, 8, -3, 8, 0.0, -3, 1
CC(=O)n1cc([C@@H]2C=C(C(=O)N3CCN(C)CC3)O[C@H](OCc3ccc(CO)cc3)C2)c2ccccc21
    -0.6, -3, -8, -9, -11, -6, -0.5, 9, -6
CC(C)(C)NC(=O)Cn1c(=O)c(=O)n(Cc2ccccc2)c2ccc(Cl)cc21
    -0.6, -9, -2, 2, -7, 1, -0.7, -2, 9
Cc1cccc(C)c1-n1nnnc1C1(C)CCC(=O)N1c1ccc(N2CCOCC2)cc1 (stereo not given)
    0.6, -1, -5, -2, -5, -12, -1.0, ·, 13
Cc1nc(N2CCOCC2)nc2c1CCCC2
    0.2, 1, -12, 0, -7, 4, -1.6, 7, 7
C=CCn1c(=S)[nH]c2cc(C(=O)Nc3ccc(F)cc3)ccc2c1=O
    0.7, -4, -3, 2, 3, 3, 0.3, -70, 2
Cc1onc(-c2c(Cl)cccc2Cl)c1C(=O)Nc1ccc2c(c1)OCO2
    1.8, -4, -1, -3, 5, -3, -0.2, 2, 8
COc1ccc(NC(=O)Nc2ccc(OCC(=O)N3CCOCC3)cc2)cc1OC
    0.0, -5, -5, 2, -5, 10, -1.2, -4, -1
Cc1nc(-c2cccc(Br)c2)ccc1C(=O)O
    3.2, 5, -3, -3, -2, -10, 0.3, 11, 14
CS(=O)(=O)Nc1ccc(C(=O)NC2CCCCC2)cc1
    1.3, 5, -1, 9, -2, 1, -0.9, 7, 5
CC1(C)CC(=O)C2=C(C1)N=c1s/c(=C/c3ccc(F)c(F)c3)c(=O)n1C2c1ccc(F)cc1 (stereo not given)
    0.1, 5, -3, -25, 30, -13, -0.3, -30, 4
OCCCNc1nc(-c2ccc(Cl)cc2)nnc1-c1ccc(Br)cc1
    1.6, -2, -5, -1, 15, 1, -0.9, 7, -3
CCCN(CC(=O)Nc1ccc(F)c(F)c1F)C(=O)Cn1c(=O)cnc2ccccc21
    0.7, -1, -6, -3, -2, -5, 0.0, -9, 5
Cc1ccc(CN2CC(C(=O)N3CCN(S(=O)(=O)c4ccc(C(C)C)cc4)CC3)CC2=O)cc1 (stereo not given)
    1.3, -11, 4, 0, 20, 6, -0.4, -5, 1
CCN(CC)CCNC(=O)C(=O)NCC1OCCN1S(=O)(=O)c1ccc([N+](=O)[O-])cc1 (stereo not given)
    0.3, 7, 1, -1, 2, -7, 0.0, -1, -12
O=C(N/N=C/c1ccc(OC(F)F)cc1OC(F)F)c1cccc(S(=O)(=O)N2CCOCC2)c1
    0.5, -2, -3, 4, 9, 3, -1.2, -6, -8
CC1(C)C2CC=C(/C=N/NC(=S)NCCc3ccccc3)C1C2 (stereo not given)
    0.8, 2, -2, -6, 14, 9, 0.3, 6, 11
COc1cccc(-n2c(C)nnc2SCC(=O)Nc2ccccc2N2CCOCC2)c1
    -0.1, -11, -7, 0, -3, -10, -0.7, -3, -11
O=C(Nc1ccccc1C(=O)O)c1ccc(N2C(=O)C3CC=CCC3C2=O)cc1 (stereo not given)
    0.4, -7, -4, -2, -6, -1, -0.8, 13, -5
CC(C)NC(=O)c1onc(CSc2ccc(F)cc2)c1C(=O)NC(C)C
    0.4, 5, -2, -1, 0, 5, -0.4, -2, 9
CC(=O)c1c(C)n(C)c2ccc(OC(=O)c3ccco3)cc12
    -0.4, -4, -9, 6, -8, 8, -0.7, -7, -11
Cc1ccc(-n2ncc3c(=O)[nH]cnc32)c(C)c1
    -0.8, -3, -5, -7, -10, -7, -1.1, 6, -26
Cc1ccc2nc(/C(C#N)=N/O)[nH]c2c1
    5.1*, -9, -6, 2, -30, -28, -1.3, -26, -3
CCOC(=O)c1nn(-c2cccc(Cl)c2)c2nc(Nc3ccccc3)cc(=O)n12
    -0.6, -4, -3, 2, 4, -12, 0.0, -4, 9
